MKP-3 inhibition = inhibition of rat DUSP6 enzyme activity – biochemical, in vitro, primary screen (AID 425) | recombinant MKP-3 phosphatase activity, fluorescence; higher % means a stronger effect | one-dose inhibition, % at 20 µM; IC50 in µM for titrated hits | hit rate 0.17% among 110,000; in the data active = inhibition above about 50%;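 also: plate controls were vehicle for no effect and reference inhibitor for full effect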
Hsp70 displacement = small molecules displacing fluorescent ligand from Hsp70 – biochemical, fluorescence polarization, primary screen (AID 583); Hsp70 fluorescence polarization probe displacement, mP; higher % means a stronger effect; one-dose displacement, % at 20 µM; IC50 in µM for titrated hits; hit rate 0.06% among 140,000; in the data active = displacement above about 50%;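 also: plate controls were vehicle for no effect and reference ligand for full effect; a part of the inactive calls stands beside numbers as strong as those of hits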
* = called active by the depositor; . = not tested or not shown; & = joins results of further samples. Some of the compounds tested. The share of hits here may be higher or lower than overall.

Below each compound – MKP-3 inhibition	Hsp70 displacement
COCCCN1C(=O)C(=O)/C(=C(/O)c2ccccc2)C1c1ccc(N(C)C)cc1 (stereo not drawn)
 : 3%	-3.9%
O=C(CSCc1ccc(Br)cc1)N1CCOCC1
 : -3%	-1.1%
Cc1nnsc1C(=O)NNS(=O)(=O)c1ccccc1
 : .	-5.2%
Cc1ccc(N2C(=O)C3C(C2=O)C3(c2ccccc2)c2ccccc2)c(C)c1 (stereo not drawn)
 : 3%	-2.5%
COc1ccc(Br)cc1C(=O)Nc1ccc(-c2nc3ccccc3o2)cc1
 : 5%	-11%
Cc1nn(C(=O)c2cccnc2)c(C)c1Sc1ccc(Br)cc1
 : 4%	-1.7%
O=C1C(=O)N(CCCn2ccnc2)C(c2cccnc2)/C1=C(/O)c1ccccc1 (stereo not drawn)
 : -10%	-4.5%
O=S(=O)(NCCc1ccccn1)c1ccc(F)c(F)c1
 : -9%	-2.0%
CC1=NN(c2ccc(S(N)(=O)=O)cc2)C(=O)/C1=C\c1ccc(C(C)C)cc1
 : 3%	0.8%
O=C(CSc1nnc2scc(-c3ccccc3)n12)NCC1CCCO1 (stereo not drawn)
 : -14%	-2.5%
CC(=O)c1cc(NS(=O)(=O)c2ccc(C)cc2)ccc1O
 : 1%	1.8%
CC(C)c1nc2ccc(NC(=O)C3CCCCC3)cc2[nH]1
 : .	-3.5%
Nn1cnnc1N/N=C/C=C/c1ccccc1
 : 5%	-4.4%
COc1cc(Br)cc(/C=C(\C#N)C(=O)NC2CCCCC2)c1O
 : 1%	3.7%
CCCCCn1c(SCCc2ccccc2)nc2c1c(=O)[nH]c(=O)n2C
 : 6%	-3.5%
CN(C)c1ccc(NS(=O)(=O)c2ccc(F)cc2)cc1
 : 3%	2.0%
CC(C)=C1C2C=CC1C1C(=O)N(c3ccc4c(c3)OCO4)C(=O)C21 (stereo not drawn)
 : .	-3.1%
Oc1ccc(N2CCN(C(c3cccnc3)c3nnnn3Cc3ccccc3)CC2)cc1 (stereo not drawn)
 : 4%	3.3%
CCOC(=O)C1=C(C)NC(=O)NC1c1ccc(OC)c(CN2CCOCC2)c1 (stereo not drawn)
 : -10%	23%
CCCN(CCC)C(=O)CC12CC3CC(C1)CC(CC(=O)N(CCC)CCC)(C3)C2
 : 0%	3.1%

A draw from above in order of molecular weight, highest first:
Below each compound – MKP-3 inhibition	Hsp70 displacement
COc1ccc(Br)cc1C(=O)Nc1ccc(-c2nc3ccccc3o2)cc1
 : 5%	-11%
CC1=NN(c2ccc(S(N)(=O)=O)cc2)C(=O)/C1=C\c1ccc(C(C)C)cc1
 : 3%	0.8%
CN(C)c1ccc(NS(=O)(=O)c2ccc(F)cc2)cc1
 : 3%	2.0%

The list goes on:
Below each compound – MKP-3 inhibition	Hsp70 displacement
Cc1ccc(OCC(=O)N2CCC(Cc3ccccc3)CC2)c(C)c1
 : -1%	3.2%
Cc1cc(Nc2ccc(C)c(C)c2)n2nc(C)nc2n1
 : -1%	4.5%
CC(c1ccco1)N(C(=O)Nc1ccc(Cl)cc1)c1ccccn1 (stereo not drawn)
 : -12%	-1.9%
O=C(Cn1nnc(-c2ccccc2)n1)NCc1cccs1
 : -8%	1.2%
CCOc1ccc(N2C(=O)CC(N3CCN(C(=O)c4ccco4)CC3)C2=O)cc1 (stereo not drawn)
 : -6%	-0.2%
O=C(CN(Cc1cccs1)C(=O)c1csnn1)NC1CCCC1
 : .	4.2%
CC(=O)N1CCc2cc(S(=O)(=O)NCCCN3CCN(Cc4ccccc4)CC3)ccc21
 : -3%	.
CC(C)NC(=O)c1nn2c(C(F)(F)F)c3c(nc2c1Cl)-c1ccccc1CC3
 : 3%	-4.3%
COc1c2ccoc2nc2c(OC)c(OCC(O)C(C)(C)O)ccc12 (stereo not drawn)
 : -1%&-1%	-1.5%&1.9%
CCCc1nc2ccc(NC(=O)c3ccco3)cc2c(=O)n1Cc1ccccc1Cl
 : .	1.2%
CCC(C)NC(=O)Cn1nc(C(F)(F)F)c(Cl)c1C (stereo not drawn)
 : -1%	3.6%
COc1cccc(C(=O)Nc2sc3c(c2C#N)CC(C)(C)OC3)c1
 : -2%	-2.7%
CCCCNC(=O)c1ccccc1Cl
 : .	-0.8%
CC(=O)Oc1ccc(N2C(=O)CC(Sc3ccccc3C(=O)O)C2=O)cc1 (stereo not drawn)
 : 1%	2.5%
O=C(NCc1ccc2c(c1)OCO2)C1CCCN1C(=O)Nc1cccc(Cl)c1 (stereo not drawn)
 : -2%	-1.7%
CC1CCN(C(=O)CSc2nc3cccnc3n2C)CC1
 : 2%	2.4%
COc1ccc(OC)c(NC(=O)CCN2CCCCCC2)c1
 : .	2.9%
O=C(Cn1c(-c2ccccc2)noc1=O)Nc1ccc(S(=O)(=O)N2CCOCC2)cc1
 : -10%	3.4%
CCOC(=O)C1CCCN(c2ncnc3c2cnn3-c2ccc(OC)cc2)C1 (stereo not drawn)
 : -4%	-3.4%
Cc1nn2c3ccccc3n(CCN3CCCCC3)c2nc1=O
 : .	0.1%

Compounds listed so far that have bromine, in the order listed:
Below each compound – MKP-3 inhibition	Hsp70 displacement
O=C(CSCc1ccc(Br)cc1)N1CCOCC1
 : -3%	-1.1%
COc1ccc(Br)cc1C(=O)Nc1ccc(-c2nc3ccccc3o2)cc1
 : 5%	-11%
Cc1nn(C(=O)c2cccnc2)c(C)c1Sc1ccc(Br)cc1
 : 4%	-1.7%
COc1cc(Br)cc(/C=C(\C#N)C(=O)NC2CCCCC2)c1O
 : 1%	3.7%

Looked up by structure from the entries so far (3):
Below each compound – MKP-3 inhibition	Hsp70 displacement
CC(=O)Oc1ccc(N2C(=O)CC(Sc3ccccc3C(=O)O)C2=O)cc1 (stereo not drawn)
 : 1%	2.5%
Cc1cc(Nc2ccc(C)c(C)c2)n2nc(C)nc2n1
 : -1%	4.5%
CCOc1ccc(N2C(=O)CC(N3CCN(C(=O)c4ccco4)CC3)C2=O)cc1 (stereo not drawn)
 : -6%	-0.2%

Back to the main list, starting 2 compounds before the break.
Below each compound – MKP-3 inhibition	Hsp70 displacement
CCOC(=O)C1CCCN(c2ncnc3c2cnn3-c2ccc(OC)cc2)C1 (stereo not drawn)
 : -4%	-3.4%
Cc1nn2c3ccccc3n(CCN3CCCCC3)c2nc1=O
 : .	0.1%
Cc1cc(N2CCCCC2)nc(NCc2ccccc2)n1
 : .	-7.7%
CCOC(=O)C(=O)N1CCN(c2cccc(Cl)c2)CC1
 : 3%	1.7%
CC(C)CCN(CCN1C(=O)c2ccccc2C1=O)CCN1C(=O)c2ccccc2C1=O
 : 3%	0.0%
COc1ccc(N(CC(=O)Nc2cc(Cl)ccc2OC)S(=O)(=O)c2c(C)noc2C)cc1
 : -2%	-17%
CCOC(=O)Nc1ccc(S(=O)(=O)Nc2nccc(C)n2)cc1
 : 4%	-0.7%
Cc1cccc(OCC(=O)Nc2ccc(N3CCOCC3)cc2)c1
 : 0%	-3.9%
Cc1ccc(N(C(=O)c2cccs2)C2C=CS(=O)(=O)C2)cc1 (stereo not drawn)
 : 5%	5.3%
CC1=CC(C)(C)N(C(=O)C(C)N2C(=O)c3ccccc3C2=O)c2cc(C)ccc21 (stereo not drawn)
 : 1%	2.1%
CC1CCN(c2nc(-c3ccc(F)cc3)cc(C(F)(F)F)n2)CC1
 : -6%	-0.5%
CS(=O)(=O)N(Cc1ccc(C(=O)N[C@@H]2CCCC[C@H]2O)cc1)c1ccccc1
 : 3%	5.8%
CCN1C(=O)c2cccc3c(NS(=O)(=O)c4ccc(NC(C)=O)cc4)ccc1c23
 : 6%	-1.8%
O=C(COc1ccc2ccccc2c1)NNC(=O)c1ccccc1Cl
 : 1%	0.9%
CC(NC(=O)c1cc(-c2ccccc2)on1)c1ccccc1 (stereo not drawn)
 : -3%	-0.9%
CCn1ncc(Br)c1C(=O)Nc1ccc(Cl)cn1
 : -11%	-5.5%
CCOc1ccc(NC2CC(=O)N(c3ccccc3F)C2=O)cc1 (stereo not drawn)
 : 2%	-4.6%
CC(C)c1nnc(NC(=O)CCCC(=O)O)s1
 : -4%	5.5%
Cc1ccc2oc(=O)c3cc(C(=O)NCCN4CCN(C)CC4)sc3c2c1
 : 4%	1.7%
CC12CN3CCN(CC(C3)C1(O)CN1CCOCC1)C2 (stereo not drawn)
 : 1%	-3.1%
COCCn1c(SCC(=O)Nc2cc(Cl)ccc2OC)nc2c(c1=O)SC(C)C2 (stereo not drawn)
 : -9%	3.5%
CC(C)c1cc(C(=O)Nc2sc3c(c2C#N)CCC3)no1
 : 1%	3.3%
O=C1CC(Nc2ccc(N3CCOCC3)cc2)C(=O)N1Cc1ccccc1 (stereo not drawn)
 : .	-4.4%
CN1CCN(c2nc(-c3ccccc3)c3cc(Cl)ccc3n2)CC1
 : 2%	5.9%
Cc1onc(-c2c(F)cccc2Cl)c1C(=O)NCCCN1CCOCC1
 : -7%	3.1%
CCOC(=O)CC(=O)CSc1ncnc2c1oc1ccccc12
 : -15%	2.0%
CC1CCc2c(sc(NC(=O)C3CC3)c2C(=O)OC(C)C)C1 (stereo not drawn)
 : 1%	-0.4%
COc1cc2c(=O)n(Cc3ccccc3)c(=O)n(CC(=O)NCc3ccco3)c2cc1OC
 : 2%	1.8%
COc1ccc(CN2CC(C(=O)NCCc3ccccc3)CC2=O)cc1 (stereo not drawn)
 : .	0.9%
CCOC(=O)N1CCN(c2c(N3CCc4ccccc43)c(=O)c2=O)CC1
 : -6%	-2.5%
O=C(CCC(=O)Nc1ccccc1)NCCO
 : 4%	3.5%&-3.2%
CCCCCCCc1nc2c(=O)n(C)c3ccccc3c2o1
 : .	2.7%
COC(=O)c1ccccc1NC(=O)CN(c1ccc(OC)cc1)S(=O)(=O)c1ccc(C)cc1
 : -7%	3.7%
CCCCOC(=O)c1ccc(NC(=O)c2ccc(-c3cccc([N+](=O)[O-])c3)o2)cc1
 : 1%	-3.2%
COc1cccc(NC(=O)C(=O)N/N=C/c2ccc(OC)cc2OC)c1
 : -1%	-2.2%
Cc1ccc(C23CC4CC(CC(C(=O)NCc5ccccc5)(C4)C2)C3)cc1
 : 6%	-0.1%
O=[N+]([O-])c1ccc(N2CCN(S(=O)(=O)c3ccccc3)CC2)c2cccnc12
 : 4%	-4.0%
O=C(O)c1ccccc1/C=C1/SC(=S)N(c2cccc(Cl)c2)C1=O
 : 4%	-0.7%
CCc1c(C)nc2ccc(OC)cc2c1SCC(=O)O
 : 2%	-1.3%
Cc1cccc(OCc2nc(C)cc(=O)[nH]2)c1
 : -10%	4.7%
COc1ccccc1N(C(=O)C(Cl)(Cl)Cl)C1C=CS(=O)(=O)C1 (stereo not drawn)
 : -3%	2.4%
Cc1ccc(S(=O)(=O)N/N=C/c2cc(Cl)cc(Cl)c2O)cc1
 : 0%	1.1%

Following part.
canonical_smiles,MKP-3 inhibition,Hsp70 displacement
c1ccc2c(c1)NC1(CCCCCC1)n1c-2nc2ccccc21,.,2.0%
COc1cc(/C=c2\sc3nc4ccccc4n3c2=O)ccc1OCCOc1ccc(C(C)(C)C)cc1,1%,1.9%
Cn1cccc1-c1nc2ccc(NC(=O)c3ccccc3)cc2[nH]1,6%,-7.8%
Cc1sc2c(c1C)C(=O)NC(c1cccc(O)c1)N2 (stereo not drawn),-6%,11%
Cc1ccc(N=Cc2cccc([N+](=O)[O-])c2)cc1F,-2%,1.7%
Cc1cccc(OCC(=O)NCc2ccc(F)cc2)c1,3%,-1.1%
Cc1ccc(Cl)cc1NC(=O)Cn1cc2c(n1)CCCC2,-8%,5.2%
Cc1ccc(N=Cc2c(O)n(C)c(=O)n(C)c2=O)nc1,-11%,-1.1%
Cc1ccc(Cl)cc1-n1c(=O)cc(N2CCN(C(=O)c3ccco3)CC2)[nH]c1=O,.,-1.5%
NC(=O)c1ccc(NC(=O)Nc2cccc3ccccc23)cc1,0%,-1.7%
COc1ccc(OC)c(-c2cc(C(=O)N3CCN(c4ncccn4)CC3)c3ccccc3n2)c1,-6%,-3.4%
COc1cc(C2c3c(oc4ccc(Cl)cc4c3=O)C(=O)N2Cc2ccco2)cc(OC)c1OC (stereo not drawn),-4%,7.1%
O=C(CSC1=NCCS1)Nc1ccc(S(=O)(=O)N2CCCCCC2)cc1,-4%,8.8%
COc1ccc(NC(=O)c2cccc(NC(=O)c3ccco3)c2)c(OC)c1,-6%,7.7%
COc1cc(OC)cc(C(=O)N2CCN(Cc3ccncc3)CC2)c1,-1%,0.5%
CC(C)CC(c1nnnn1C(C)C)N1CCN(c2ccccc2)CC1 (stereo not drawn),.,0.1%
O=C(C1CCN(S(=O)(=O)N2CCOCC2)CC1)N1CCN(Cc2ccccc2)CC1,-3%,2.2%
CCc1ccc(C2CC(c3ccc(C)cc3)Nc3nc(N)nn32)cc1 (stereo not drawn),-5%,1.3%
CCOC(=O)c1c(C)c(C(=O)NCCN2CCOCC2)c(C)n1CC,2%,4.2%
CCOC(=O)N1CCN(Cc2cc(=O)oc3cc4c(cc23)CCC4)CC1,0%,3.5%
Cc1cc(C(=O)NCc2ccc(S(N)(=O)=O)cc2)ccc1[N+](=O)[O-],2%,-1.2%
COc1cccc(C(=O)N(Cc2ccc(N(C)C)cc2)C2CCS(=O)(=O)C2)c1 (stereo not drawn),4%,1.0%
CCCCCCCOc1ccc(OC(=O)c2cccnc2)cc1,.,1.5%
N#CC1=C2SCN(Cc3ccco3)CN2C(=O)CC1c1ccccc1F (stereo not drawn),.,3.2%
CCNC(=O)NC1C(NC(=O)NCC)N(C)C(=O)N1C (stereo not drawn),3%,.
Cc1ccc(C(=O)/C=C/c2ccc(-c3cccc(Cl)c3)o2)cc1,9%,-8.1%
COCCn1c(=O)[nH]c2cc(C(=O)NCCN3CCN(c4ccccc4F)CC3)ccc2c1=O,-4%,3.4%
COC(=O)CSc1ncnc2c1cnn2Cc1ccccc1,-10%,1.4%

From PubChem BioAssay
